MT1-MMP act inh = MT1-MMP (human) activation inhibition; AID 651647; GFP/RFP ratio change, % at 20 µM; HT1080 RFP-PRO-GFP cells, GFP/RFP ratio fluorescence, overnight; percent of plate control window, DMSO zero; actives 0.061% (n = 360,000); P50281;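 active = GFP/RFP ratio change of at least 30% with cell ATP level not reduced by more than half and red fluorescence within 50% of control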; note: strong numbers were not always called active
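Material – HT1080 RFP-PRO-GFP cells · Control set – DMSO wells and RFP-L50D-GFP cells · Incubation – overnight cell settling, then overnight compound exposure, 37 °C, 5% CO2 · Compound dosing – single-point 20 µM compound, 1% DMSO · Read-out – GFP/RFP fluorescence ratio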
STEP block = STEP (human) phosphatase inhibition; P54829; recombinant STEP, OMFP fluorogenic substrate, fluorescence; inhibition, % at 20 µM; actives 0.25% (n = 360,000); AID 588621;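 active = inhibition at 20 µM, scaled per plate between control wells, above about 37%, limit read from the data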;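 note: 0% = DMSO with enzyme and substrate and 100% = substrate only without enzyme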
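Measure: Control-normalized % inhibition with plate pattern correction | Test system: STEP phosphatase, cell-free reaction | Medium: pH 6.0 Bis-Tris with DTT and Tween 20 | Technique: Fluorescence, 480/540 nm | Times: Reaction 20 min, ambient temperature | Doses: Single compound dose of 20 µM, 1% DMSO final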
LMPTP block = LMPTP (human) inhibition. P24666. recombinant LMPTP-A, OMFP fluorogenic substrate, fluorescence intensity. inhibition, % at 20 µM. actives 0.22% (n = 360,000). AID 651560;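 active = compounds that cut the enzyme signal by at least half of the control window in the single-dose screen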;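 note: plate controls were DMSO wells with enzyme plus substrate for no effect and substrate without enzyme for full effect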
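Assay system: LMPTP-A, protein tyrosine phosphatase of low molecular weight / Medium: pH 6.0 Bis-Tris buffer with DTT and Triton X-100 / Schedule: 50 min enzyme reaction at room temperature, protected from light / Measured by: endpoint fluorescence intensity from OMFP dephosphorylation / Read-out basis: % inhibition relative to no-enzyme and uninhibited control wells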
Rpn11 inh = blocks the human proteasome subunit Rpn11 | O00487 | human 26S proteasome, Ub4-pepOG fluorescence polarization; 20S core pre-blocked with epoxomicin | calls only at 20 µM | actives 0.59% (n = 360,000) | AID 588493;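 active = inhibition at 20 µM, scaled to each plate's controls, above about 33%, limit read from the data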
SKN-1 inh = inhibitors of C. elegans SKN-1 | C. elegans VP596 Pgst-4::GFP/RFP ratio, acrylamide-induced, 24 h | inhibition, % at 21.8 µM | actives 0.49% (n = 360,000);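 active = interference check ratio from 0.5 to 1.5 plus GFP to RFP signal ratio inhibition reaching or exceeding a fixed threshold, cut at about 30% in these data, passing the limit was not always enough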; note: some compounds called inactive have numbers as strong as hits
NadD block = NadD (S. aureus) enzyme inhibition | purified NadD enzyme, colorimetric absorbance read-out | actives 0.78% (n = 360,000) | inhibition, % at 20 µM; in the data active = inhibition above about 26%; note: some compounds past the cut are filed as inactive
SUMO1-SIM PPI = SUMO1-SIM interaction modulation. actives 0.33% (n = 360,000). P63165. SUMO1 binding to a labelled peptide, TR-FRET, 1 h. inhibition, % at 20 µM; in the data active = inhibition above about 37%
Scp1 inh = blocks human Scp-1 phosphatase activity; Q9GZU7; Recombinant Scp1, phosphopeptide, malachite green phosphate absorbance; inhibition, % at 20 µM; actives 0.88% (n = 340,000); AID 493091;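 active = inhibition above about 50% at 20 µM, limit read from the data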;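 note: plate controls were DMSO wells with enzyme for no effect and wells lacking enzyme for full effect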
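Test system: SCP-1 phosphatase catalytic domain, residues 76-261 | Compound dosing: One concentration, 20 µM, with 1.0% DMSO | Schedule: 45 min room-temperature reaction, 5 min colour, 30 min stabiliser | Detection: Absorbance at 630 nm | Read-out basis: % inhibition of SCP-1 phosphate liberation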
CendR NRP1 mod = NRP-1/CendR interaction modulation | FAM-RPARPAR peptide binding to NRP-1, fluorescence polarization | inhibition, % at 25 µM | actives 0.85% (n = 360,000) | O14786;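 active = inhibition or corrected inhibition above about 18%, plus a signal ratio from 0.5 to 1.5, limit read from the data, passing the limit was not always enough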; note: strong numbers were not always called active
DNMT1 inh = inhibitors of human DNMT1 | actives 0.83% (n = 360,000) | DNMT1 molecular beacon, Hinp1I cleavage, fluorescence | P26358 | inhibition (reported as % activation of signal), % at 10 µM | AID 588458; in the data active = inhibition above about 50%
Starred values were filed as active, the others as inactive; i = inactive; . = no result given.

SMILES	MT1-MMP act inh	STEP block	LMPTP block	Rpn11 inh	SKN-1 inh	NadD block	SUMO1-SIM PPI	Scp1 inh	CendR NRP1 mod	DNMT1 inh
c1ccc(Cn2nnc3c(NCc4ccc5c(c4)OCO5)nc(C4CC4)nc32)cc1	-0.1	-0.3	-0.8	i	8.8	0.9	-0.2	7.7	11.4	36.9
O=C(NNc1cccc(Cl)n1)Nc1ccccc1Cl	1.8	0.0	0.5	i	-6.0	1.8	-3.0	39.9	6.8	2.0
COc1ccc(Cl)cc1N1C(=O)C2CCCN2C1c1cccc(F)c1 (stereo not given)	0.1	-1.6	-0.9	i	-1.4	-4.0	7.7	7.1	-1.3	-1.5
CN(C)C(=O)c1cc(C(=O)c2ccccc2F)c[nH]1	-2.2	3.5	-1.8	i	-1.4	0.3	2.9	-4.2	-1.9	2.0
COc1ccccc1CC(=O)N1CCN(c2ccccc2)CC1	0.5	1.2	-1.0	i	8.9	-5.4	1.6	3.8	7.7	4.4
CC1(c2ccc(OC(F)F)cc2)NC(=O)N(CC(=O)NCCC2=CCCCC2)C1=O (stereo not given)	2.3	-4.6	-0.4	i	-3.6	-4.8	-2.6	-3.4	1.6	-0.7
O=C(NCC1CCCN(Cc2ccc3nonc3c2)C1)c1cccc(C(F)(F)F)c1 (stereo not given)	-0.5	3.1	0.8	i	0.3	-2.2	-17.1	-5.3	-11.0	-1.6
CCC1CCCCN1C(=O)c1cccc(S(=O)(=O)Nc2cc(C(F)(F)F)ccc2Cl)c1 (stereo not given)	-5.4	-2.5	2.1	i	9.6	2.5	1.8	-10.7	1.6	1.9
O=C(COC(=O)CNC(=O)c1ccc(Cl)cc1Cl)Nc1cccc(S(=O)(=O)N2CCCC2)c1	4.0	-2.0	-0.6	i	6.6	-8.2	0.1	-8.2	-3.7	-8.0
COc1ccccc1Cc1c(-c2ccccc2)nc2ccc(Cl)cn12	-3.5	0.3	1.6	i	18.1	8.6	5.0	.	-25.2	1.5
CCOC(=O)c1ccc(NC(=S)N(Cc2cccnc2)Cc2ccco2)cc1	1.3	-1.3	-1.3	i	0.7	-2.9	-3.9	5.4	-11.6	-1.8
CC12CCC(=O)N1C(C(=O)NNC(=O)c1cccc(Cl)c1)CS2 (stereo not given)	-7.5	0.6	0.3	i	13.2	-2.1	3.6	-2.3	-0.6	0.3
Cn1cc(S(=O)(=O)N2CCN(c3ccccc3)CC2)c(=O)n(C)c1=O	-0.3	-4.9	-1.4	i	3.4	-1.4	-3.2	-9.2	3.6	1.5
COc1cc(NC(=S)NC(=O)c2ccccc2C)ccc1NC(=O)c1cccs1	-7.0	1.0	3.1	i	21.9	5.8	-1.8	-12.2	5.5	-7.0
Cc1ccc(S(=O)(=O)N(C)CCCC(=O)Nc2ccccn2)cc1	0.6	-3.2	-0.5	i	-2.1	-7.8	3.9	-4.1	-17.3	0.1
CSc1ccc(C#N)cc1NC(=O)c1ccc(Cl)nc1	-0.3	-5.8	-0.4	i	1.1	2.9	5.9	0.7	1.0	1.5
OC(c1ccc(F)cc1)c1nc(-c2csc3ccccc23)cs1 (stereo not given)	1.1	-3.8	1.9	i	22.8	-5.1	-2.3	.	-1.1	3.8
CC(C)NCCCOc1ccc(C(C)(C)c2ccccc2)cc1	8.9	-1.1	-1.2	i	22.3	-5.4	-2.7	7.5	13.3	4.7
COC(=O)C1=C(C)NC(=O)NC1c1ccc(OC)c(OC)c1 (stereo not given)	1.8	-2.0	-1.9	i	-6.1	-0.7	-2.3	.	0.1	5.0
COc1ccccc1CNS(=O)(=O)CCNCCc1ccccc1	3.1	2.7	-1.9	i	0.2	-3.9	2.7	9.5	-1.3	2.6
Cc1c(Cl)c([N+](=O)[O-])nn1CCCC(=O)Nc1cc(Oc2ccccc2)cc([N+](=O)[O-])c1	2.0	-2.4	4.4	i	1.4	-6.9	-13.6	-15.8	-4.4	-13.5
COCCn1nnnc1C(c1ccc(C(F)(F)F)cc1)N1CCOCC1 (stereo not given)	11.7	-3.8	-1.1	i	8.6	0.1	0.2	-0.3	8.0	2.3
O=C(O)CCC1(c2ccccc2)NC(=O)NC1=O (stereo not given)	3.7	0.4	-1.5	i	9.1	-4.8	11.2	-7.2	-3.5	0.7
NC(=O)CC(NC(=O)Cc1ccc(Br)cc1)c1ccc(N2CCC(N3CCCC3)CC2)c([N+](=O)[O-])c1 (stereo not given)	-0.8	-1.4	-2.3	i	-4.5	0.4	-20.6	-2.3	-1.3	2.6
O=C(NCc1nc2ccccc2[nH]1)C1=C[C@@H](C2CCCCC2)C[C@@H](OCCCCO)O1	9.2	2.3	-0.1	i	6.9	1.5	2.3	-5.8	4.3	-11.5
CC1CCCCN1c1ncnc2ccccc12 (stereo not given)	1.1	-1.4	4.2	i	2.4	-4.0	-1.4	1.7	-8.0	3.7
Cn1c(=O)c(C(=O)NCc2ccc(F)cc2)c(O)c2ccccc21	3.3	0.3	3.0	i	-4.2	-3.3	2.2	-17.8	-7.3	1.5
CCCC(c1nnnn1Cc1ccc(OC)cc1)N1CCN(C(=O)c2ccco2)CC1 (stereo not given)	-3.8	-2.5	-0.4	i	-8.5	2.0	5.8	-3.8	-0.3	1.9
CCOC(=O)C1=CC[C@@H](c2ccccc2)N(S(=O)(=O)c2ccc(C)cc2)[C@H]1c1cccc(OC)c1	-7.4	1.3	2.6	i	1.7	1.5	0.3	.	26.0*	5.3
Cc1ccc(S(=O)(=O)N2C[C@@]3(O)Cn4c(=O)ccc(=O)n4C[C@@]3(OC(=O)NCc3ccccc3F)C2)cc1	7.7	.	-0.2	.	3.0	6.0	-2.5	.	6.1	.

Rewritten with two lines to a compound: 2 of the compounds above
Values in the order – MT1-MMP act inh | STEP block | LMPTP block | Rpn11 inh | SKN-1 inh | NadD block | SUMO1-SIM PPI | Scp1 inh | CendR NRP1 mod | DNMT1 inh
CC1CCCCN1c1ncnc2ccccc12 (stereo not given)
    1.1 | -1.4 | 4.2 | i | 2.4 | -4.0 | -1.4 | 1.7 | -8.0 | 3.7
Cn1c(=O)c(C(=O)NCc2ccc(F)cc2)c(O)c2ccccc21
    3.3 | 0.3 | 3.0 | i | -4.2 | -3.3 | 2.2 | -17.8 | -7.3 | 1.5

Reprinted from the results shown for reference:
SMILES	MT1-MMP act inh	STEP block	LMPTP block	Rpn11 inh	SKN-1 inh	NadD block	SUMO1-SIM PPI	Scp1 inh	CendR NRP1 mod	DNMT1 inh
NC(=O)CC(NC(=O)Cc1ccc(Br)cc1)c1ccc(N2CCC(N3CCCC3)CC2)c([N+](=O)[O-])c1 (stereo not given)	-0.8	-1.4	-2.3	i	-4.5	0.4	-20.6	-2.3	-1.3	2.6
O=C(NCc1nc2ccccc2[nH]1)C1=C[C@@H](C2CCCCC2)C[C@@H](OCCCCO)O1	9.2	2.3	-0.1	i	6.9	1.5	2.3	-5.8	4.3	-11.5
CC1CCCCN1c1ncnc2ccccc12 (stereo not given)	1.1	-1.4	4.2	i	2.4	-4.0	-1.4	1.7	-8.0	3.7

(more compounds)
SMILES	MT1-MMP act inh	STEP block	LMPTP block	Rpn11 inh	SKN-1 inh	NadD block	SUMO1-SIM PPI	Scp1 inh	CendR NRP1 mod	DNMT1 inh
S=C1NC2=C(CCCC2=C2SCCCS2)C(c2ccccc2)N1 (stereo not given)	0.9	-2.2	0.6	i	16.4	28.8	-4.5	-5.2	-10.9	-15.2
Nc1nnc(CCN2C(=O)CSC2=O)s1	-0.1	-4.5	-0.3	i	-7.2	-1.1	-1.0	14.3	-10.7	1.7
N#C/C(=C\c1ccccc1)c1ccccn1	-0.9	-0.9	2.9	i	10.1	3.3	-17.2	-2.2	-5.5	8.9
COC(=O)N/N=C/c1cc(C)n(-c2ccccc2)c1C	-0.3	-1.2	-0.2	i	3.8	2.8	-4.8	1.2	-8.0	-6.3
Nc1cc(N2CCCCC2)c(Cl)cc1[N+](=O)[O-]	2.7	-0.1	1.0	i	12.2	2.5	-19.8	-8.4	1.8	-2.5
COc1ccccc1NC(=O)CCC(=O)N/N=C(/C)c1ccc(C)cc1	3.6	0.8	-1.1	i	3.7	-5.0	3.2	5.5	5.8	2.1
O=C(Nc1ccc(C(=O)NCCCN2CCCCC2)cc1)C1=CSCCO1	-2.2	-0.6	0.2	i	3.2	-6.7	-15.5	-9.1	-5.3	-1.3
COc1ccc(C(=O)c2oc3ccccc3c2N)cc1	0.1	1.9	0.5	i	6.7	0.2	-15.1	-8.0	-2.4	-4.2
COc1ccccc1CCn1cc(C#N)c(=O)[nH]c1=O	8.0	-2.2	-1.3	i	-5.4	-1.7	7.6	-2.2	12.5	7.0
Cc1nc(Nc2ccncc2)c2oc3ccccc3c2n1	-11.4	-18.1	2.2	i	-13.2	-0.4	-0.6	-0.3	-8.5	40.6
O=C(c1ccc(S(=O)(=O)N2CCOCC2)cc1)N(c1ccccn1)C1CCCCC1	-3.6	-0.9	2.3	i	-17.2	-6.9	-2.9	-2.0	1.9	8.7
N#Cc1c(-c2cccs2)cc(C2CC2)nc1SCC(N)=O	-1.7	0.1	-0.5	i	-15.6	-3.0	-3.7	-1.2	-0.6	-0.9
O=C(O)[C@@H]1CCCC[C@@H]1C(=O)N1CCc2ccccc2C1CN1C(=O)c2ccccc2C1=O (stereo not given in full)	-18.0	8.4	0.3	i	11.5	7.3	-13.8	-10.4	-3.5	5.9
COc1ccc(/C=N/N2CCN(c3ccncc3S(=O)(=O)N3CCCCC3)CC2)cc1	4.4	2.9	0.8	i	-6.4	-2.1	-2.6	-4.5	-20.7	-6.0
CCOc1ccccc1NC(=O)c1ccccc1NC(=O)c1ccco1	1.0	1.2	2.7	i	-8.4	-6.2	11.2	-11.4	6.7	-1.0
Cc1ccc(OCC(=O)c2cc(C)n(C3CC3)c2C)c([N+](=O)[O-])n1	12.5	-1.8	-0.7	i	12.1	-2.6	-17.3	-14.0	1.3	2.2
COc1ccc(CC(=O)c2ccc(OC)c(OC)c2)cc1	2.5	1.9	-0.8	i	9.2	-0.9	1.4	-7.8	0.1	-1.9
COc1ccc(C)cc1NC(=O)CSc1nc(SC)ns1	2.4	9.7	-1.7	i	21.6	-4.4	-0.7	-13.2	-3.4	-3.7

Copied from the list.
N#Cc1c(-c2cccs2)cc(C2CC2)nc1SCC(N)=O in SKN-1 inh = -15.6
Cc1ccc(OCC(=O)c2cc(C)n(C3CC3)c2C)c([N+](=O)[O-])n1 in STEP block = -1.8
O=C(Nc1ccc(C(=O)NCCCN2CCCCC2)cc1)C1=CSCCO1 in DNMT1 inh = -1.3
N#C/C(=C\c1ccccc1)c1ccccn1 in SKN-1 inh = 10.1
